ZTA DNA inh: ZTA (EBV) inhibition in EBNA-1 counter-screen; P03206; ZTA-DNA binding, fluorescence polarization; inhibition, % at 11 µM; 320,000 compounds, 0.15% hits; AID 2234; in the data active = inhibition above about 33%
EBNA-1 inhibitor: blocks EBNA-1 binding to DNA. EBNA-1 DNA binding, fluorescence polarization. AID 1950. 300,000 compounds, 0.34% hits. inhibition, % at 14.8 µM; in the data active = inhibition above about 28%
PAFAH2 inh: inhibitors of human PAFAH2; Q99487; recombinant PAFAH2, FP-rhodamine activity probe, fluorescence polarization; AID 492956; inhibition, % at 3.39 µM; 340,000 compounds, 0.99% hits;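 active = inhibition above the mean over all tested compounds plus 3 SD, cut at about 30% in these data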;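 also: inhibitors block probe labeling of enzyme so polarization drops; 0% = enzyme with DMSO and 100% = wells lacking PAFAH2 protein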
LYPLA2 counter: LYPLA2 (human) inhibition in PME1 counter-screen; 320,000 compounds, 0.38% hits; recombinant LYPLA2, FP-Rh probe fluorescence polarization; inhibition, % at 5.9 µM; O95372; AID 2177;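 active = inhibition above the screen-wide mean plus 3 SD, limit set per campaign, cut at about 26% in these data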;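 also: 0% = LYPLA2 with DMSO and 100% = wells lacking LYPLA2 enzyme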
pPAFAH inh: pPAFAH (human) enzyme inhibition. inhibition, % at 3.39 µM. 330,000 compounds, 1.5% hits. Q13093. AID 463082. recombinant pPAFAH, FP-rhodamine probe fluorescence polarization;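 active = inhibition above the mean inhibition across the screen plus 3 SD, cut at about 25% in these data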;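 also: inhibitors block binding of the rhodamine activity-based probe so polarization drops; 0% = enzyme with DMSO and 100% = wells lacking pPAFAH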
PREPL inhibitor: inhibitors of human prolyl oligopeptidase-like enzyme PREPL | inhibition, % at 5.96 µM | AID 2751 | 320,000 compounds, 0.68% hits | Q4J6C6 | recombinant PREPL, fluorescence polarization activity-based probe; in the data active = inhibition above about 43%;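 also: 0% = enzyme with DMSO and 100% = wells lacking enzyme; many of its hits are not listed in these tables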
Target sequence (Q4J6C6 whole entry, looked up): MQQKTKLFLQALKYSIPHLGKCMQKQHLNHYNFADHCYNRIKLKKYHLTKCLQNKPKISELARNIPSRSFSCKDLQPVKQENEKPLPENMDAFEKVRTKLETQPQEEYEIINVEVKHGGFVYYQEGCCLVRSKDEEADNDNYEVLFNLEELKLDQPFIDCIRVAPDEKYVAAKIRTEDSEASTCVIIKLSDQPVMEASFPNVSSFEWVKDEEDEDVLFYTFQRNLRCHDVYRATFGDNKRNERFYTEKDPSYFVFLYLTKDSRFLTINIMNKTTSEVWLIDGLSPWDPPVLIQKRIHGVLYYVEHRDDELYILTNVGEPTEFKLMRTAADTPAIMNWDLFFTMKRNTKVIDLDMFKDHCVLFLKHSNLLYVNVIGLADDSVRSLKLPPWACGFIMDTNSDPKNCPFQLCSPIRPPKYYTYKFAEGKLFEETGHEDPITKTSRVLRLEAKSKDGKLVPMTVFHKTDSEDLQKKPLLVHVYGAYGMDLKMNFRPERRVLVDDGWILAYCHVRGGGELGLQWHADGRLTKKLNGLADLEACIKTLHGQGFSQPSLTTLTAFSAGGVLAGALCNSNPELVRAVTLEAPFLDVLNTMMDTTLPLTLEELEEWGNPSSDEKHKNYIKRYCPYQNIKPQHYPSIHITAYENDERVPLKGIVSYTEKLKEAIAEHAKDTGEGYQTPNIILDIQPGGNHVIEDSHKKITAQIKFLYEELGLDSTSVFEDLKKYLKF
LYPLA1 counter: counter-screen for PME1 inhibitors: inhibitors of human LYPLA1; inhibition, % at 5.9 µM; O75608; 320,000 compounds, 0.16% hits; AID 2174; recombinant LYPLA1, FP-Rh probe fluorescence polarization;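 active = inhibition above the mean of all tested compounds plus 3 SD, set per campaign, cut at about 14% in these data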;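 also: inhibitors block serine hydrolase probe labeling of LYPLA1 so polarization falls; 0% = enzyme with DMSO and 100% = wells lacking LYPLA1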
Target sequence (O75608 whole entry, looked up): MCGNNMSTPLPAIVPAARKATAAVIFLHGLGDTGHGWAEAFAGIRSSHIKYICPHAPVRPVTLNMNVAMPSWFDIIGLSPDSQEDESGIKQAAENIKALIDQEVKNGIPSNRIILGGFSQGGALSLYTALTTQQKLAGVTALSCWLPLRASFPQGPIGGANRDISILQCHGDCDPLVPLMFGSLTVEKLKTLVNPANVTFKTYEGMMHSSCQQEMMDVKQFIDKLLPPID
PAFAH1B3 FP inh: inhibitors of human PAFAH1B3 | Q15102 | recombinant PAFAH1B3, FP-rhodamine probe, fluorescence polarization | inhibition, % at 3.39 µM | 340,000 compounds, 0.28% hits | AID 492972;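 active = inhibition above the screen-wide average of all tested compounds plus 3 SD, cut at about 25% in these data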;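 also: 0% = enzyme with DMSO only and 100% = wells lacking PAFAH1B3 protein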
PAFAH1B2 FP inh: inhibitors of human PAFAH1B2; recombinant PAFAH1B2, FP-rhodamine activity probe, fluorescence polarization; 340,000 compounds, 1.2% hits; inhibition, % at 3.39 µM; AID 492953; P68402;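 active = inhibition above the mean of all tested compounds plus 3 SD, cut at about 24% in these data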;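 also: 0% = enzyme with DMSO and 100% = wells lacking PAFAH1B2; many of its hits are not listed in these tables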
Active calls of the source: *; x = no result given. These rows are one share of the data; rates above refer to the full screens.

entry | SMILES | ZTA DNA inh | EBNA-1 inhibitor | PAFAH2 inh | LYPLA2 counter | pPAFAH inh | PREPL inhibitor | LYPLA1 counter | PAFAH1B3 FP inh | PAFAH1B2 FP inh
1 | Cc1cccc(S(=O)(=O)NCCc2cn3ccccc3n2)c1 | 11 | 7 | -5 | 3 | 3 | 4 | -1 | -1 | 3
2 | COc1ccc(OC)c(-n2c(C)nc3cc(C(=O)O)ccc32)c1 | 2 | 2 | 1 | 3 | 6 | 4 | 1 | 3 | 0
3 | COC(=O)c1cccc(NC(=O)c2cc3ccccc3o2)c1 | -5 | -11 | -2 | -1 | 2 | -9 | -3 | 10 | 1
4 | COc1ccc(NC(=O)CN(C)C(=O)c2ccccc2CCc2ccccc2)cc1 | -4 | -5 | -3 | -3 | -2 | -6 | -2 | 8 | -3
5 | Cc1ccc(NC(=O)c2cccc(OCc3c(C)noc3C)c2)cc1S(=O)(=O)Nc1ccccc1Cl | 12 | 7 | -21 | -55 | 3 | -7 | -28 | -21 | -16
6 | O=C(CN1CCN(S(=O)(=O)c2ccc(F)cc2)CC1)NC1CC1 | 2 | 3 | -2 | 5 | 1 | 8 | -1 | -1 | 2
7 | CCOc1ccc(NC(=O)c2cc(S(=O)(=O)N3CCOCC3)cn2C)cc1 | -16 | -1 | -5 | 3 | -6 | -10 | 2 | -2 | -1
8 | COc1cccc(NC(=O)CCC2CCN(C(=O)C3CC=CCC3)CC2)c1 (stereo unspecified) | -13 | 7 | -5 | 7 | 2 | 24 | 3 | 19 | -2
9 | Cc1cc(C)c(C#N)c(SCC(=O)N(C)C2CCCCC2)n1 | -2 | -4 | 6 | 9 | 3 | 8 | 4 | 0 | 6
10 | CC1CCN(C(=O)Cn2cc(C(=O)C3CC3)c3ccccc32)CC1 | 13 | 2 | 6 | 6 | 0 | -8 | 1 | 4 | 2
11 | Cn1cccc1C(=O)NS(=O)(=O)c1ccccc1Cl | -11 | 6 | 7 | -1 | 1 | 7 | -2 | -2 | 2
12 | O=[N+]([O-])c1ccc(S(=O)(=O)NCC2COc3ccccc3O2)cc1 (stereo unspecified) | -8 | -7 | 2 | 5 | 4 | -2 | -5 | 6 | 8
13 | CCOCCCNC(=O)CN1CCN(c2ccc(F)cc2)CC1 | 8 | 5 | 4 | -2 | 4 | 6 | -3 | 4 | 3
14 | CCCCc1cc(=O)oc2c(C)c(OCC(=O)NCCN3CCOCC3)ccc12 | 11 | -8 | 4 | -9 | 8 | 4 | 1 | 3 | -2
15 | COc1cc(-c2nc3ccccn3c2/N=C/c2ccccc2)ccc1O | 4 | -4 | 9 | -3 | 5 | 16 | 1 | 12 | -2
16 | O=C(CSc1nc(N2CCOCC2)nc(N2CCOCC2)n1)Nc1ccccc1F | -17 | -3 | 2 | -1 | 4 | 12 | -2 | 13 | 3
17 | COC(=O)[C@H](Cc1ccccc1)NC(=O)Nc1ccc(C)cc1 | -8 | 10 | 4 | 2 | 5 | 1 | -1 | 8 | 3
18 | CCOC(=O)N1CCC(NC(=O)c2ccc(OC)c(CN3CC(=O)N4CCCC4C3=O)c2)CC1 (stereo unspecified) | 4 | 2 | 1 | 6 | -2 | 3 | 2 | -2 | 2
19 | COc1cccc(CNC(=O)CCCn2nc(C)c3c(C)n(-c4ccccc4)nc3c2=O)c1 | 9 | -1 | 1 | 6 | 4 | 3 | -1 | 4 | -7
20 | O=C(CSc1nc2ccc([N+](=O)[O-])cc2[nH]1)NCCc1ccccc1 | -1 | 9 | -1 | -1 | 1 | 8 | -1 | 6 | 7

Brought forward from above: 2 entries, followed by the next part.
entry | SMILES | ZTA DNA inh | EBNA-1 inhibitor | PAFAH2 inh | LYPLA2 counter | pPAFAH inh | PREPL inhibitor | LYPLA1 counter | PAFAH1B3 FP inh | PAFAH1B2 FP inh
19 | COc1cccc(CNC(=O)CCCn2nc(C)c3c(C)n(-c4ccccc4)nc3c2=O)c1 | 9 | -1 | 1 | 6 | 4 | 3 | -1 | 4 | -7
20 | O=C(CSc1nc2ccc([N+](=O)[O-])cc2[nH]1)NCCc1ccccc1 | -1 | 9 | -1 | -1 | 1 | 8 | -1 | 6 | 7
21 | O=C(O)CCCn1cc(NC(=O)c2cc(F)c(F)cc2Cl)cn1 | -8 | 6 | -4 | -3 | -2 | 2 | 1 | 5 | 3
22 | Cc1nc(-c2ccccc2)nc2[nH]c(C(C)C)cc(=O)c12 | -15 | 1 | -6 | 1 | -3 | -3 | -2 | -2 | 3
23 | Cc1csc(/C(=N/OC(=O)c2ccco2)C(N)=O)n1 | 2 | 4 | 2 | 6 | 4 | 7 | -1 | 1 | 4
24 | CC(c1ccccc1)C1C(C#N)=C(N)OC2=C1C(=O)CCC2 (stereo unspecified) | 7 | 5 | 0 | 0 | 7 | -6 | 2 | 2 | 3
25 | COc1ccc(OC)c(-n2c(-c3cccc(C)c3)n[nH]c2=S)c1 | 3 | -1 | 5 | -1 | -3 | 1 | 1 | 2 | 4
26 | CCN(C(=O)COC(=O)c1cccn1C)C1CCS(=O)(=O)C1 (stereo unspecified) | -10 | -11 | 2 | -4 | 2 | -6 | 1 | -1 | 5
27 | CCC(C)CCN1C(Nc2ccccc2)=NC[C@@H]1CC(C)C (stereo partly specified) | 3 | -2 | -5 | 3 | 1 | 20 | 1 | -2 | 2
28 | Cc1ccc(/C=N/NC(=O)c2nnn(-c3nonc3N)c2CSc2ccccc2)o1 | 4 | 2 | 3 | -8 | 3 | 13 | -10 | -2 | 1
29 | N#C/C(=C/c1ccccc1[N+](=O)[O-])c1nc(C2CC2)cs1 | 9 | -13 | -2 | 4 | 3 | 14 | 3 | 2 | -1
30 | O=C(CN1CCCCCC1)Nc1ccc([N+](=O)[O-])cc1Br | 1 | 4 | 2 | -2 | 3 | -71 | 1 | -4 | 1
31 | Cc1cc(C)c2nc(NC(=O)c3ccc(OCC4CCCO4)cc3)sc2c1 (stereo unspecified) | 5 | 1 | 5 | 1 | 1 | 4 | -1 | 4 | -6
32 | COc1ccc(CNS(=O)(=O)c2ccc3c(c2)CCN3C(=O)C2CC2)cc1 | 6 | 11 | 2 | -1 | 4 | -2 | -1 | 2 | -4
33 | COc1ccc(CNC(=O)C/C(C)=N/NC(=O)COc2ccc(Br)cc2)cc1 | 2 | -1 | 12 | -3 | 6 | -3 | -4 | 1 | 3
34 | Cn1c(N)c(C#N)c2c(c1=S)CSC(C)(C)C2 | 4 | -9 | 2 | 1 | 3 | -2 | -2 | 9 | 7
35 | CCOC(=O)C1CCCN(c2nc3ccccc3nc2C(C#N)C(=O)OCC)C1 (stereo unspecified) | -8 | -1 | -5 | -3 | 3 | -6 | -2 | 6 | -8
36 | CCn1nnc2cc(C(=O)Nc3cccc(S(=O)(=O)N(C)C)c3)ccc21 | -4 | x | 5 | -15 | 3 | -4 | -3 | 2 | -6
37 | O=C(O)CC(SCc1ccc(C(=O)O)o1)C(=O)O (stereo unspecified) | 1 | -1 | 6 | 2 | -4 | 9 | 4 | -3 | 1
38 | Cc1[nH]nc(N=CC2=C(O)CC(c3ccco3)CC2=O)c1-c1ccc(Cl)cc1 (stereo unspecified) | -15 | -12 | -13 | 6 | 6 | 0 | -3 | 3 | 7
39 | CC(C)(C)C1CCc2onc(C(=O)O)c2C1 (stereo unspecified) | -1 | -5 | 3 | 3 | 1 | -7 | 2 | 5 | 20
40 | CC(C)(C)NC(=O)C(c1ccncc1)N(C(=O)Cn1nnc(-c2ccc(F)cc2)n1)c1ccccc1 (stereo unspecified) | 10 | 9 | -4 | -3 | 1 | 1 | -2 | 7 | 3

Fetched one by one from the list above, 5 records:
entry | SMILES | ZTA DNA inh | EBNA-1 inhibitor | PAFAH2 inh | LYPLA2 counter | pPAFAH inh | PREPL inhibitor | LYPLA1 counter | PAFAH1B3 FP inh | PAFAH1B2 FP inh
38 | Cc1[nH]nc(N=CC2=C(O)CC(c3ccco3)CC2=O)c1-c1ccc(Cl)cc1 (stereo unspecified) | -15 | -12 | -13 | 6 | 6 | 0 | -3 | 3 | 7
35 | CCOC(=O)C1CCCN(c2nc3ccccc3nc2C(C#N)C(=O)OCC)C1 (stereo unspecified) | -8 | -1 | -5 | -3 | 3 | -6 | -2 | 6 | -8
22 | Cc1nc(-c2ccccc2)nc2[nH]c(C(C)C)cc(=O)c12 | -15 | 1 | -6 | 1 | -3 | -3 | -2 | -2 | 3
30 | O=C(CN1CCCCCC1)Nc1ccc([N+](=O)[O-])cc1Br | 1 | 4 | 2 | -2 | 3 | -71 | 1 | -4 | 1
33 | COc1ccc(CNC(=O)C/C(C)=N/NC(=O)COc2ccc(Br)cc2)cc1 | 2 | -1 | 12 | -3 | 6 | -3 | -4 | 1 | 3

Further results follow.
entry | SMILES | ZTA DNA inh | EBNA-1 inhibitor | PAFAH2 inh | LYPLA2 counter | pPAFAH inh | PREPL inhibitor | LYPLA1 counter | PAFAH1B3 FP inh | PAFAH1B2 FP inh
41 | Cc1nnc(-c2cnn(-c3ccccc3)c2N)n1Cc1cccc(C(F)(F)F)c1 | -2 | -12 | -2 | 6 | 0 | 6 | 2 | 5 | 4
42 | O=C(O)C1CC(O)CN1S(=O)(=O)c1ccc2ccccc2c1 (stereo unspecified) | -5 | x | 0 | 3 | -4 | 10 | -3 | -5 | 9
43 | COc1ccc(N2CCN(CCCNC(=O)CN3CCN(Cc4ccccc4C)C3=O)CC2)cc1 | -8 | 0 | -2 | -2 | -3 | 20 | -1 | 9 | 5
44 | CCOC(=O)c1c(-c2ccc(OC)cc2)csc1NC(=O)CSc1ncnc2sccc12 | -9 | 18 | -8 | -4 | 2 | 5 | -5 | -14 | 1
45 | CC1CCN(C(=O)CN2C(=O)C(C)(C)Oc3ccc(C(=O)NC(C)C)cc32)CC1 | 2 | 0 | -3 | 19 | 0 | 17 | 2 | 4 | 2
46 | Cc1cc(C)c2c3c(sc2n1)C(=O)N(Cc1ccccc1)CC(=O)N3 | -12 | -15 | -4 | 15 | -9 | 6 | 2 | -1 | 2
47 | O=C(Nc1ccc2[nH]ccc2c1)c1ccccc1 | -9 | -6 | 1 | -7 | 0 | 3 | -2 | 8 | 6
48 | Cc1ccc(S(=O)(=O)N2CCCC(C(=O)NCc3ccccn3)C2)cc1 (stereo unspecified) | -8 | -4 | -6 | 2 | 7 | -1 | 0 | -3 | -1
49 | Cc1ccc(NC(=S)N(CCN(C)C)Cc2cccs2)c(C)c1 | -12 | -8 | 0 | -1 | -5 | -2 | -3 | 6 | 1
50 | O=C(OCC(=O)N1CCN(S(=O)(=O)c2ccc(Cl)cc2)CC1)c1ccc([N+](=O)[O-])o1 | 0 | -10 | 0 | 0 | 1 | -1 | -1 | 14 | 15
51 | COC(=O)c1ccc(Cl)c(NS(=O)(=O)c2ccc3c(c2)OCCO3)c1 | 11 | 5 | 4 | 5 | 7 | -10 | -2 | 6 | 5

High-throughput results deposited in PubChem BioAssay by The Scripps Research Institute Molecular Screening Center.
